CCR6 antag: CCR6 receptor antagonists, primary screen, cell-based, CHO-K1, luminescence, beta-arrestin, uHTS; actives 0.49% (n = 340,000); C-C chemokine receptor type 6 (Homo sapiens), P51684; CHO-K1 CCR6 PathHunter beta-arrestin, CCL20-stimulated; AID 493098, 2011; inhibition, % at 20 µM;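 active = compounds whose inhibition of the agonist-driven luminescence signal at 20 µM reaches about 50%, limit read from the data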;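 also: cells stimulated with CCL20 at 14 nM final; plate controls were DMSO with CCL20 for no effect and DMSO without agonist for full effect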
APJ ag: agonists of human apelin receptor APJ, primary screen, CHO-K1 cells, PathHunter beta-arrestin, luminescence; 0% DMSO wells, 100% apelin; P35414; actives 0.11% (n = 330,000); AID 2520, 2010; activation, % at 20 µM;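 active = activation more than six SD over the plate average, tested at 20 µM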;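 also: 0% = DMSO alone and 100% = apelin-13 at 10 nM; some results filed as inactive read as strong as hits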
Target sequence (P35414 whole entry, looked up): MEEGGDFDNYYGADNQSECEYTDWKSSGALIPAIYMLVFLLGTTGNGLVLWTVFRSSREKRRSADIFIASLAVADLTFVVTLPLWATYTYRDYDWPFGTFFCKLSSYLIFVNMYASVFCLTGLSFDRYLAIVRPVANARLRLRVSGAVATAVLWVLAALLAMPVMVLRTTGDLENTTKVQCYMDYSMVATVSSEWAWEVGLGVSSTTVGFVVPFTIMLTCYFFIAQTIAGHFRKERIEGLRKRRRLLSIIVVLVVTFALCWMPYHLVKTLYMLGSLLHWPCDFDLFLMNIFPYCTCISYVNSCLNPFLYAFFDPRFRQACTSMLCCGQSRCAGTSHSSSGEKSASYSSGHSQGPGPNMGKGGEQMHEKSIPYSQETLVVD
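Test system: CHO-K1 APJ beta-arrestin complementation cell line | Compound: Single test compound dose, 20 µM final, 1% DMSO | Incubation: Compound 90 min 25 °C, reagent 1 h | Measured by: beta-gal luminescence | Read-out basis: APJ–arrestin association signal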
CXCR6 inh: CXCR6 receptor inhibitors, primary screen, cell-based, beta-arrestin, luminescence, CHO-K1 PathHunter, 1536-well. C-X-C chemokine receptor type 6 (Homo sapiens), O00574. inhibition, % at 20 µM. actives 0.36% (n = 360,000); in the data active = inhibition above about 34%, passing the limit was not always enough;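 also: antagonist mode with CXCL16 agonist at 10 nM final; 0% = 10 nM CXCL16 with DMSO and 100% = unstimulated wells without agonist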
Gli-Sufu block: Gli-Sufu pathway antagonists, primary screen, luciferase luminescence, Sufu-KO-LIGHT cells, uHTS. Sufu-KO-LIGHT fibroblasts, Gli luciferase reporter luminescence. inhibition, % at 5 µM. actives 0.74% (n = 340,000);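 active = inhibition above about 55%, limit read from the data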;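 also: 0% = DMSO-treated cells and 100% = wells with medium but no cells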
EBI2 antag: EBI2 receptor antagonists, beta-arrestin recruitment, primary screen, cell-based, luminescence, 7a,25-OHC stimulation, uHTS | G-protein coupled receptor 183 (Homo sapiens), P32249 | 7a,25-OHC stimulated | inhibition, % at 5 µM | actives 0.81% (n = 360,000) | AID 651636, 2012; in the data active = inhibition above about 38%;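 also: enzyme fragment complementation signal reports receptor beta-arrestin coupling in cells; 0% = agonist plus DMSO wells and 100% = wells without agonist; some results beyond the cut were filed as inactive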
Target sequence (P32249 whole entry, looked up, the tested form may be a part): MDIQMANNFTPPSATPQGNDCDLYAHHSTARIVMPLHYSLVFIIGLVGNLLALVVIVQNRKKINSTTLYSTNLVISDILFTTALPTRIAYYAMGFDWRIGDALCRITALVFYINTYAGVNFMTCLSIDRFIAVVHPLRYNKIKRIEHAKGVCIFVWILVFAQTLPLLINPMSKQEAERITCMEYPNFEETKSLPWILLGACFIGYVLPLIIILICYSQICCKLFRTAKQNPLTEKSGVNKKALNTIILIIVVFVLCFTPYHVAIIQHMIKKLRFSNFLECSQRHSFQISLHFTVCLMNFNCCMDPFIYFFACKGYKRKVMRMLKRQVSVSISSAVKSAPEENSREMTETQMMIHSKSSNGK
UBC13 polyUb: UBC13 polyubiquitin chain formation inhibitors, primary screen, biochemical, TR-FRET, uHTS; Ubiquitin-conjugating enzyme E2 N (Homo sapiens), P61088; inhibition, % at 20 µM; actives 0.47% (n = 330,000); AID 485273, 2010; in the data active = inhibition above about 45%, passing the limit was not always enough
Target sequence (P61088 whole entry, looked up): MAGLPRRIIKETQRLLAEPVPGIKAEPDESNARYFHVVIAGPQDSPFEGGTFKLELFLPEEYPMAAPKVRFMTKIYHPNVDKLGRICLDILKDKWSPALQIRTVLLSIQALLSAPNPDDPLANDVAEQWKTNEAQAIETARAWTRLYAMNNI
APJ antag: antagonists of human apelin receptor APJ, primary screen, CHO-K1 cells, beta-arrestin complementation, luminescence | actives 0.32% (n = 330,000) | P35414 | AID 2521, 2010 | inhibition, % at 20 µM;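 active = inhibition above about 40% at 20 µM, limit read from the data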;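 also: cells challenged with 10 nM apelin-13 agonist together with compound; plate controls were apelin-13 plus DMSO wells for no effect and DMSO wells lacking apelin-13 for full effect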
ATG4B inh: ATG4B protease inhibitors, primary screen, biochemical, fluorescence, uHTS | Cysteine protease ATG4B (Homo sapiens), Q9Y4P1 | inhibition, % at 8.33 µM | actives 0.51% (n = 340,000) | ATG4B cleavage of LC3-PLA2, NBD-HPC fluorescence, 1 h | AID 504462, 2011; in the data active = inhibition above about 40%
* marks the source's active call; other numbers are inactive results; nt = not tested or not shown.

canonical_smiles,CCR6 antag,APJ ag,CXCR6 inh,Gli-Sufu block,EBI2 antag,UBC13 polyUb,APJ antag,ATG4B inh
Cc1oc2c(C)c3oc(=O)c(CCC(=O)O)c(C)c3cc2c1-c1ccccc1,18.8,-2.3,6.2,0.9,-5.6,-3.6,11.6,9.0
O=C(O)c1ccccc1NCc1cccnc1,-8.3,-1.3,1.1,-3.3,9.2,2.0,-27.9,-0.4
Cc1ccc(NC(=O)CCNC(=O)Cn2cnc3ccccc3c2=O)cc1F,-2.4,3.5,-1.7,-34.2,-6.2,2.2,3.0,-0.1
COc1cccc(/C=N/NC(=O)C(C)n2nc(C)c([N+](=O)[O-])c2C)c1O (centres undefined),20.4,3.8,0.4,37.0,-5.2,-17.6,1.1,-16.2
CCN(CC)S(=O)(=O)c1ccc(OC)c(NC(=S)Nc2ccc(C)c(C)c2)c1,-1.1,-0.1,9.8,-24.2,2.4,1.5,7.5,5.4
O=C(C1CCN(S(=O)(=O)N2CCC3(CC2)OCCO3)CC1)N1CCC(Cc2ccccc2)CC1,7.6,2.3,2.1,0.2,1.6,-1.5,-23.2,-1.2
Cc1ccc(OC(C)C(=O)Nc2ccncc2)cc1 (centres undefined),13.8,0.9,-10.0,8.2,1.4,-0.8,1.4,-3.1
CN1C(=O)CSC1=Nc1ccc(F)cc1,-0.1,-1.5,2.7,-37.9,-5.6,-4.7,-12.9,5.5
Cc1noc(C)c1C(=O)NCc1cccs1,-0.6,-2.9,-3.9,-34.0,-15.2,-3.6,3.9,-1.8
COC(=O)CC1C(=O)NCCN1C(=S)NC(=O)c1ccccc1[N+](=O)[O-] (centres undefined),-1.4,3.8,-4.4,0.9,-6.0,5.0,14.6,-1.2
O=C1c2cccc(OCc3ccc(F)cc3)c2CCN1Cc1ccc(F)cc1,27.7,-1.1,13.8,35.2,20.4,1.4,-11.6,-2.0
COc1ccc(C2CC(C(F)(F)F)n3nc(C(=O)NCc4c(C)nn(C)c4C)c(Cl)c3N2)cc1 (centres undefined),-5.2,-0.1,-4.1,61.5*,-2.1,0.5,18.9,-19.8
CCN1CCCc2cc(CN(CCN3CCOCC3)C(=S)Nc3ccccc3C)ccc21,8.6,-3.4,4.0,-1.0,16.1,5.7,-5.1,1.7
COc1ccc(/C=N/Nc2nc(-c3cccnc3)nc3ccccc23)c(OC)c1,-7.5,3.4,9.2,-4.6,-16.4,16.8,14.3,-15.2
COc1ccc(-c2nc3n(n2)C(c2ccccc2Cl)C(C(N)=O)=C(C)N3)cc1 (centres undefined),-6.3,-2.6,4.0,-1.1,-10.3,-4.4,-1.9,2.4

A second format for part of the listing above.
Values in the order – CCR6 antag, APJ ag, CXCR6 inh, Gli-Sufu block, EBI2 antag, UBC13 polyUb, APJ antag, ATG4B inh
CCN(CC)S(=O)(=O)c1ccc(OC)c(NC(=S)Nc2ccc(C)c(C)c2)c1
 : -1.1, -0.1, 9.8, -24.2, 2.4, 1.5, 7.5, 5.4
COc1cccc(/C=N/NC(=O)C(C)n2nc(C)c([N+](=O)[O-])c2C)c1O (centres undefined)
 : 20.4, 3.8, 0.4, 37.0, -5.2, -17.6, 1.1, -16.2

(list continues)
canonical_smiles,CCR6 antag,APJ ag,CXCR6 inh,Gli-Sufu block,EBI2 antag,UBC13 polyUb,APJ antag,ATG4B inh
CCC1CCCCN1CCCNC(=O)c1ccc2c(c1)N(Cc1ccc(F)cc1)C(=O)c1ccccc1S2=O (centres undefined),27.9,-1.9,17.2,47.2,15.4,9.0,13.6,-0.8
Nc1cc(Cl)ccc1C(=O)OCC(=O)N1CCCC1,1.4,1.2,-4.5,2.6,7.1,10.5,16.2,-7.1
Cc1ccc2nc(-c3ccccc3)cc(C(=O)Nc3cccnc3)c2c1,-12.5,2.0,-1.4,-2.1,4.1,15.0,-1.8,-16.5
CC1=CC(c2ccccc2)n2nc(NS(=O)(=O)c3ccc(C)cc3)nc2N1 (centres undefined),4.6,-1.0,2.2,3.1,-18.1,4.7,-3.9,-2.2
CCC(C)N(C(=O)COC(=O)c1nc(Cl)ccc1Cl)C1CCS(=O)(=O)C1 (centres undefined),6.0,-0.4,-1.5,-22.2,0.0,-1.1,5.3,15.3
CCNC(=S)N=Nc1c(O)n(Cc2ccc(Cl)cc2)c2ccccc12,20.9,-0.8,-5.1,2.0,43.4,-12.5,-21.1,-10.1
CCOc1ccc(N(CC(=O)NN=C2CCN(C)CC2)S(C)(=O)=O)cc1,5.3,-4.1,-5.3,-6.2,-7.5,2.2,5.3,-3.5
CC12CCC(=O)N1C(C(=O)N1CCN(c3ccc(C(F)(F)F)cc3[N+](=O)[O-])CC1)CS2 (centres undefined),-13.6,1.6,-2.0,0.1,6.5,-8.1,-46.2,-2.5
CCOP(=O)(OCC)/C(=N/OC(=O)c1ccc(Cl)cc1Cl)C(N)=O,-1.8,-5.0,5.2,-4.8,10.2,7.3,16.0,4.5
Cc1cccc(N2CCN(CC(=O)NCc3ccc(Cl)cc3)CC2)c1C,9.9,-4.8,-0.3,15.1,6.5,-0.3,9.0,3.9
Cc1ccc(C(=O)Nc2cc(C(C)C)c(O)c(C(C)C)c2)cc1,1.6,1.2,-4.5,5.8,-7.6,2.0,-22.9,-8.9
Cc1nn2c(-c3ccco3)nnc2c2ccccc12,-5.6,1.9,2.3,3.1,-6.2,3.0,-4.6,-3.8
CCN(CC)CCNC(=O)Cn1cnc2sc(C)c(S(=O)(=O)N3CCOCC3)c2c1=O,0.1,-5.3,-11.1,9.4,-15.6,-2.5,6.4,-5.7
Fc1ccc(-c2csc3nnc(SCc4cccnc4)n23)cc1,1.4,-4.8,-1.7,0.1,-2.2,-3.1,-10.0,2.8
COC(=O)c1nn(-c2ccccc2)c(Cl)c1/C=N/O,2.5,-2.9,-2.0,-6.4,-9.9,-1.7,1.6,2.4

(cont.)
canonical_smiles,CCR6 antag,APJ ag,CXCR6 inh,Gli-Sufu block,EBI2 antag,UBC13 polyUb,APJ antag,ATG4B inh
COc1cc(OC)c(C2N(c3ccc(Cl)cc3)C(=O)C3CCCN32)cc1OC (centres undefined),11.6,-1.0,9.1,-8.8,-13.3,-10.1,-15.0,-4.8
CCOc1ccc(C(=O)Nc2cc(C)ccn2)cc1,16.5,-2.5,-8.7,-84.4,17.6,4.9,-9.4,-8.9
CC(=O)Nc1ccc(S(=O)(=O)Nc2cccc(S(=O)(=O)N(C)c3ccccc3)c2)cc1,1.2,-5.7,1.4,2.1,-7.8,-8.3,-58.0,-5.5
CC(NCc1ccccc1Cl)C(=O)Nc1ccc(C#N)cc1 (centres undefined),4.0,-3.4,-5.8,2.7,10.1,-10.1,-51.3,-7.7
C/C(Cn1nnc([N+](=O)[O-])n1)=N\NC(=O)c1ccc(O)cc1,-14.1,5.5,-16.5,-13.4,-16.5,19.8,-84.9,-3.2
CCN1C(=O)N[C@@H](CCc2ccccc2)[C@H](C(=O)OC)[C@H]1C,5.7,-3.7,-5.0,8.4,-5.4,-1.9,8.7,-1.5
CCOC(=O)C(NC(=O)CC(C)C)(Nc1sc(C)c(CC)c1C#N)C(F)(F)F (centres undefined),2.4,1.1,-7.4,-0.4,-6.1,2.6,9.6,-5.7
COC(=O)c1ccc2c(=O)n(CCN3CCOCC3)c(=S)[nH]c2c1,4.0,0.4,0.7,2.8,-6.2,-17.4,-12.2,3.7
CSc1ccc(C=O)cc1,-3.5,-2.4,-1.6,7.0,-7.5,17.5,5.7,4.2
Cc1nn(C)c(C(=O)NNC(=S)NCc2ccco2)c1Br,17.9,-1.9,10.8,-5.1,7.2,-8.1,-11.3,-0.5
Cc1ccc(C(C(=O)NC2CCCC2)N(C(=O)Cc2cccs2)c2ccc3c(c2)OCCO3)cc1 (centres undefined),17.2,-4.2,14.0,6.0,7.1,1.1,7.8,-0.1
CCN1C(=O)[C@H]2[C@@H](c3ccc(C)cc3)N3C(=O)N(c4ccc(OC)cc4)C(=O)[C@@]3(CC)[C@H]2C1=O,-2.5,0.4,1.9,-6.4,-2.4,0.1,4.7,-7.0
CN(C)c1cccc(-c2csc(N3CCC(C(N)=O)CC3)n2)c1,10.5,-3.2,-0.3,-125.8,10.4,16.2,12.4,-1.4
COCCCNC(=S)Nc1ccc(CC(=O)O)cc1,-28.6,-2.1,1.9,4.1,-9.6,-0.8,-15.7,-3.5
Cc1cc(NS(=O)(=O)c2ccc(NS(=O)(=O)c3ccc(Br)cc3)cc2)no1,0.5,2.3,-3.4,0.9,-10.7,-2.5,-45.1,3.8

The list goes on:
canonical_smiles,CCR6 antag,APJ ag,CXCR6 inh,Gli-Sufu block,EBI2 antag,UBC13 polyUb,APJ antag,ATG4B inh
O=C(NNC(=O)c1ccccc1O)c1ccc(S(=O)(=O)Nc2ccccc2F)cc1,11.9,-3.4,3.5,-5.7,0.9,-2.9,11.7,6.9
CCOC(=O)c1c(C)[nH]c(C(=O)COC(=O)CCSc2ccccc2)c1C,3.5,-3.3,-9.9,-19.8,-5.1,3.5,10.1,-9.2
Cn1c2ccccc2c(=O)c2cc(C#Cc3ccc(N)cc3)ccc21,11.4,0.3,7.0,-19.1,13.8,-11.4,-27.5,4.4
CCOC(=O)C1CCCN(S(=O)(=O)c2cc(C(=O)OC)n(C)c2)C1 (centres undefined),-8.2,-2.0,-2.1,3.6,-2.2,0.5,11.2,-8.3
Cc1cc(Nc2ccc(Br)cc2F)n2ncnc2n1,-3.7,-3.1,-0.5,2.0,-0.2,-1.6,9.4,-0.7
COc1ccc(-c2cc(=O)oc3c(C)c(OCC(=O)NCC4CCC(C(=O)O)CC4)ccc23)cc1 (centres undefined),-16.5,-4.6,1.8,-3.0,-4.8,-1.6,5.5,-6.6
CC1(C(=O)O)C=CCN1C(=O)c1ccccc1 (centres undefined),3.0,-0.8,-2.6,-2.4,-11.1,-1.3,19.9,2.0
Cc1cnc(C(=O)OC(C)C(=O)c2c(C)[nH]c3ccccc23)cn1 (centres undefined),5.8,6.7,2.8,-6.7,-9.6,2.6,-53.3,-8.2
CC(C)Cc1ccc(C(C)C(=O)N2CCOCC2)cc1 (centres undefined),-3.2,-3.6,-1.4,1.1,4.0,7.3,14.8,-0.2
O=C(CSc1ccc(S(=O)(=O)N2CCCC2)cn1)Nc1ccc([N+](=O)[O-])cc1C(F)(F)F,5.1,nt,-9.8,7.7,-12.4,nt,nt,-4.5
CCc1cc(=O)oc2cc(C)c(CN3CCCCC3)c(O)c12,-7.3,nt,3.4,-18.8,0.7,nt,nt,4.1
COc1cc(OC)cc(C(=O)NNC(=O)Cc2ccc(OC)c(S(=O)(=O)N3CCOCC3)c2)c1,19.1,-0.2,-3.9,8.4,-3.3,-5.5,5.6,0.8
COc1cc2c(cc1NC(=O)CN1C(=O)NC3(CCc4ccccc43)C1=O)oc1ccccc12 (centres undefined),-15.9,8.1,0.7,-4.3,13.2,4.4,7.1,21.8
C/C(=N/NC(=O)c1cc(O)c(O)c(O)c1)c1ccc([N+](=O)[O-])cc1,15.9,nt,2.2,1.2,-1.6,nt,nt,1.1
Cc1ccccc1CC(=O)N1CCCC(CCC(=O)N2CCN(c3ccccn3)CC2)C1 (centres undefined),11.5,-1.5,-4.6,30.4,-15.7,12.2,1.4,0.3
COC(=O)NNC(=O)COc1cc(C)c(Br)cc1C(C)C,12.7,-0.5,-31.4,46.5,-5.6,-1.1,2.6,40.8*
O=C(CCC1CCCN(C(=O)Cn2cnnn2)C1)NCc1ccc(F)c(F)c1 (centres undefined),3.9,-2.7,-1.9,11.0,-7.1,-5.9,1.0,2.3
CCOC(=O)c1c(C)[nH]c(C(=O)COC(=O)C(C)Oc2ccc(Cl)cc2Cl)c1C (centres undefined),16.5,-2.7,-3.8,-12.1,-0.2,8.7,13.3,-15.8
